# Source: PubChem
# Apaf-1 inh: human Apaf-1 inhibition | reconstituted apoptosome caspase-3 activity, DEVD-Rh110 fluorescence | O14727 | 330,000 tested, 0.71% active | inhibition, % at 20 µM; active means inhibition of at least 40% at 20 µM;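 further: plate controls were DMSO wells for no effect and DEVD-CHO caspase inhibitor wells for full effect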
#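 detection = Rh110 fluorescence intensity | test system = biochemical Apaf-1 apoptosome reconstitution | also added = cytochrome c and DEVD-Rh110 substrate | schedule = 30 min plus 50 min, RT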
# HKDC1 inh: HKDC1 (human) hexokinase inhibition | 340,000 tested, 0.16% active | inhibition, % at 20 µM | recombinant HKDC1, G6PDH/diaphorase resazurin coupled fluorescence | AID 493160;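 active means inhibition above about 35% when tested at 20 µM, limit read from the data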;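 further: plate controls were DMSO wells with enzyme for no effect and DMSO wells lacking enzyme for full effect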
#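 Test system: Recombinant HKDC1 (HK5) hexokinase enzyme, produced in-house | Input: HKDC1 at 5 µg/mL | Buffer or medium: Tris pH 8.0 buffer with MgCl2, Tween-20, BSA, BME | Schedule: 90 min reaction incubation at room temperature, dark | Technique: Resazurin-to-resorufin fluorescence via G6PDH and diaphorase coupling, 525/613 nm | Controls: DMSO wells with and without enzyme mix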
# SENP8 block-1: SENP8 protease inhibition. Q96LD8. purified SENP8, Z-RLRGG-aminoluciferin cleavage, luminescence. inhibition, % at 10 µM. 330,000 tested, 1.2% active. AID 2540; in the data active means inhibition above about 50%
# Target sequence (Q96LD8 whole entry, looked up): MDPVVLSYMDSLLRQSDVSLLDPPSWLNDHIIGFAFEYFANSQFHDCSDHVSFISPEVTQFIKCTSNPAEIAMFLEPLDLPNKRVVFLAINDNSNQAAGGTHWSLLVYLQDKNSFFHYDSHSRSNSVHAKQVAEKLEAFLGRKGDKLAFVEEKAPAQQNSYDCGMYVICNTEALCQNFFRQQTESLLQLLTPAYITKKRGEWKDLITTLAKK
# SENP6 block: blocks the human protease SENP6; Q9GZR1; Recombinant SENP6 catalytic domain, aminoluciferin luminescence; inhibition, % at 10 µM; 330,000 tested, 1.8% active;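 active means inhibition above about 50% at the single tested dose, limit read from the data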;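 further: plate controls were DMSO wells with enzyme for no effect and DMSO wells lacking enzyme for full effect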
# Target sequence (Q9GZR1 628-1112 limits assumed): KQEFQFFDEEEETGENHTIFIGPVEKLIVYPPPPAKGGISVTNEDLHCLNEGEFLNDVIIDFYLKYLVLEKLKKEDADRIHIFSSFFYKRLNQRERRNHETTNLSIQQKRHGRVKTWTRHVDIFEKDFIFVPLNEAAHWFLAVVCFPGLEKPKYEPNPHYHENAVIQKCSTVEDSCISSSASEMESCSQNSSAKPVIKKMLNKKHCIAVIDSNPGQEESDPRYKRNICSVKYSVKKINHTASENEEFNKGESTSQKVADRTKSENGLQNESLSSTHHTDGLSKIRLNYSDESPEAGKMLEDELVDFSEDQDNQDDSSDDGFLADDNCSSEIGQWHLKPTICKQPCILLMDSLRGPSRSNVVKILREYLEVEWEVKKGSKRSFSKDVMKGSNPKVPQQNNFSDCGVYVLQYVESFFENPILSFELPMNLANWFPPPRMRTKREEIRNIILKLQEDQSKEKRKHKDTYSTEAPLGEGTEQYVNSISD
# SENP7 block: inhibitors of human SENP7 protease; recombinant SENP7, Z-RLRGG-aminoluciferin luminescence, 40 min; inhibition, % at 5 µM; 330,000 tested, 1.5% active; AID 434973;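 active means inhibition above about 50% at the single test dose, limit read from the data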;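 further: plate controls were DMSO with enzyme for no effect and no enzyme buffer wells for full effect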
# Target sequence (Q9BQF6 706-1050 limits assumed): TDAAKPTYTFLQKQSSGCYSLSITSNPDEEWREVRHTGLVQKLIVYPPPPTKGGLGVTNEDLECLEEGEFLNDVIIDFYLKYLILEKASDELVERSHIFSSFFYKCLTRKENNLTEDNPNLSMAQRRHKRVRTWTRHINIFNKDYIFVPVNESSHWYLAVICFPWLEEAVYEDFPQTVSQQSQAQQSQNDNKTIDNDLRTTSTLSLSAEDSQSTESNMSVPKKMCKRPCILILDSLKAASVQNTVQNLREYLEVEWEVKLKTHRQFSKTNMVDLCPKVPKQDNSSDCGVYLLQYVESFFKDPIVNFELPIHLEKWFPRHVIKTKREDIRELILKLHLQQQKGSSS
# SENP1 inh: blocks the human SENP1 SUMO protease catalytic domain; AID 624204; Q9P0U3; 360,000 tested, 0.21% active; recombinant SENP1 catalytic domain, CyPet-SUMO1-YPet FRET cleavage; inhibition, % at 10 µM;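 active means inhibition at least 30% at 10 µM, raw YFP signal under a set limit, fluorescence ratio 0.5 to 1.5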;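 further: 0% = enzyme with DMSO and 100% = no enzyme wells; some results filed as inactive read as strong as hits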
#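 Test system: recombinant human SENP1 catalytic domain, His6-tagged / Medium: pH 8 Tris buffer with EDTA, NaCl, BME, BSA, NP40, catalase / Also added: SUMO1 FRET substrate flanked by Cypet and Ypet, 25 nM / Times: 50 min reaction at room temperature / Signal: FRET, CFP and YFP emission / Control set: no-enzyme low control and enzyme-plus-DMSO high control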
# SENP8 block-2: blocks human SENP8 cleavage of Nedd8 substrate; recombinant SENP8, Nedd8 substrate fluorescence; inhibition, % at 20 µM; 360,000 tested, 0.64% active; AID 602440; in the data active means inhibition mostly above about 40%, no sharp cut-off; inactive means mostly below about 27%
# PfGluPho inh: PfG6PD (Plasmodium falciparum) enzyme inhibition. PfGluPho enzyme, NADPH resazurin-diaphorase fluorescence. inhibition, % at 20 µM. 350,000 tested, 0.78% active. AID 504690;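 active means inhibition reaching at least a set limit at 20 µM in the primary screen, cut at about 59% in these data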;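 further: 0% = DMSO wells with substrate and 100% = DMSO wells lacking glucose-6-phosphate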
# * marks the source's active call; other numbers are inactive results; · = not tested or not shown. Rows were taken by chance; about 3.6% have a hit in one of these screens.
SMILES,Apaf-1 inh,HKDC1 inh,SENP8 block-1,SENP6 block,SENP7 block,SENP1 inh,SENP8 block-2,PfGluPho inh
Cc1ccc(S(=O)(=O)NCc2ccccc2)cc1C(=O)N1CCCCCCC1,30,-5,-2,-1,2,1,2,4
CC(C)NC(=O)COC(=O)c1cccc(NS(=O)(=O)/C=C/c2ccccc2)c1,-3,-3,-5,8,7,1,20,-11
COc1ccccc1C(=O)N/N=C(\C)CC(=O)Nc1ccccc1NC(C)=O,-5,-4,-11,-21,1,0,7,15
Cc1ccc(S(=O)(=O)N2CCOCC2)cc1C(=O)NCc1cccs1,-6,-9,6,-18,0,2,0,-14
Cc1cc(=O)n2[nH]c(-c3ccccc3)cc2n1,2,1,-12,12,6,0,-74,0
Cn1cccc1/C=C1\CCC/C(=C\c2cccn2C)C1=O,23,3,-5,7,6,-25,24,24
CCOC(=O)C1=C(COC(=O)c2ccc(Br)c(S(=O)(=O)N3CCOCC3)c2)NC(=O)NC1C (stereo not drawn),·,1,·,·,·,-1,3,-5
CCOC(=O)/C(=C/Nc1ccc(F)c(F)c1)[N+](=O)[O-],-15,4,5,3,7,-1,9,-5
C=C(C)C(=O)OCC(=O)NCc1ccccc1,-7,-3,-9,2,1,2,21,-16
C1CN(c2nc3nonc3nc2N2C[C@H]3CC[C@H]2C3)CCS1,-1,1,-8,-27,-11,2,19,-1
COc1cccc(CN(C)CC(=O)Nc2ccccc2C(C)C)c1,5,-2,6,30,-2,-1,-9,10
CCC(C)(C)NC(=O)c1cc([N+](=O)[O-])ccc1N1CCOCC1,6,-6,1,-3,-2,1,16,-4
CCc1ccc(NC(=O)Cn2c(SC)nc3ccccc32)cc1,6,-5,3,-3,3,2,8,12
CCN(CC)C(=O)CSc1nnc(-c2cc3ccccc3cc2O)n1CC,8,-1,-10,8,2,2,-42,2
CCOC(=O)Cc1csc(NC(=O)c2c(O)c3c(n(CC(C)C)c2=O)CCCC3)n1,-1,0,11,-14,0,-1,-43,-21
Cc1c(Cl)cnc(NC(=O)COC(=O)Cc2coc3ccc4ccccc4c23)c1Cl,16,8,1,-10,2,-14,-16,2
Cc1ccc(N2C(=O)c3ccccc3C2=O)cc1C,8,1,30,50,50,1,27,-14
CCCCN1C(=O)/C(=C2/Sc3ccccc3N2C)S/C1=N\c1ncn[nH]1,2,-1,-7,-11,3,-56,-1,-12
CCC(=O)Nc1cc2c(cc1Cl)-c1ccccc1C2,·,-6,·,·,·,3,5,5
CCCOc1cccc(C(=O)Nc2cc(NC(=O)c3ccco3)ccc2OC)c1,15,5,-8,-15,-4,1,22,-8
CC(=O)[C@@]1(O)[C@H](C)CC2C3CC=C4CC(OP(=O)(O)O)CC[C@]4(C)C3CC[C@@]21C (stereo partly drawn),-3,-2,9,4,6,4,15,-6
Cc1ccc(C(=O)C(C)OC(=O)Cn2c(C)csc2=O)cc1 (stereo not drawn),7,0,-1,-3,1,-1,9,-5
O=C(Nc1ccc([N+](=O)[O-])cc1)Nc1ccc(Cl)cc1F,1,-6,-5,0,-11,1,11,8
COc1ccc(C(=O)NC(C)c2cccnc2)cc1S(=O)(=O)N(C)Cc1ccccc1 (stereo not drawn),4,-2,6,4,12,-4,-7,-1

# Compounds listed so far with a nitro group on carbon:
SMILES,Apaf-1 inh,HKDC1 inh,SENP8 block-1,SENP6 block,SENP7 block,SENP1 inh,SENP8 block-2,PfGluPho inh
CCOC(=O)/C(=C/Nc1ccc(F)c(F)c1)[N+](=O)[O-],-15,4,5,3,7,-1,9,-5
CCC(C)(C)NC(=O)c1cc([N+](=O)[O-])ccc1N1CCOCC1,6,-6,1,-3,-2,1,16,-4
O=C(Nc1ccc([N+](=O)[O-])cc1)Nc1ccc(Cl)cc1F,1,-6,-5,0,-11,1,11,8

# Individual results from the list.
# HKDC1 inh, O=C(Nc1ccc([N+](=O)[O-])cc1)Nc1ccc(Cl)cc1F : -6
# SENP7 block, Cc1ccc(N2C(=O)c3ccccc3C2=O)cc1C : 50
# SENP8 block-2, CC(=O)[C@@]1(O)[C@H](C)CC2C3CC=C4CC(OP(=O)(O)O)CC[C@]4(C)C3CC[C@@]21C (stereo partly drawn) : 15

# Next part
SMILES,Apaf-1 inh,HKDC1 inh,SENP8 block-1,SENP6 block,SENP7 block,SENP1 inh,SENP8 block-2,PfGluPho inh
CC(=O)N1CCN(C2=NC(=O)/C(=C\c3cccs3)S2)CC1,-2,-12,-4,-11,-1,2,10,-5
O=S(=O)(NCc1ccco1)c1cccc(S(=O)(=O)N2CCCCC2)c1,-1,-3,6,-12,9,-2,20,15
CN(C)S(=O)(=O)N1CCN(c2cc(Cl)ccc2Cl)CC1,11,-4,-18,-19,-2,3,8,-5
O=C1CN(CC(=O)N2CCOCC2)c2ccccc2O1,-1,·,1,-17,1,·,·,·
COc1ccc(-c2nc(=S)c3c(n2Cc2cccnc2)CC(C)(C)OC3)cc1,-15,-6,-1,-2,4,-3,23,11
CC(=O)c1cccc(NS(=O)(=O)c2c(C)n[nH]c2C)c1,-8,-4,-4,-10,-2,1,23,-7
CN(CC(=O)NCc1ccc(F)cc1)S(=O)(=O)c1cccc2nsnc12,1,0,0,-1,2,2,6,-7
COc1ccc(-c2nc3c4ccccc4ccn3c2CN2CCOCC2)cc1OC,-11,0,-2,-1,1,1,-441,14
CC1CCN(C(=O)c2cc(-c3ccccc3O)on2)CC1,10,-5,7,40,23,3,14,2
Cc1ccc(C(=O)C(C(=O)/C=C/c2ccccc2)=C2SCCCS2)cc1,24,17,-1,-7,-3,0,33,19
Cc1ccc2[nH]c(=O)c(NC(N)=S)nc2c1,-3,-10,3,-4,3,1,8,12
CCOC(=O)/C(C#N)=C/c1cn(CCC(=O)O)nc1-c1ccc(F)cc1,-4,-8,3,10,13,1,-20,-2
Cc1cccc(N2CCN(C(=O)c3ccc(CNc4c(N5CCC(C)CC5)c(=O)c4=O)cc3)CC2)c1C,26,-2,-8,-2,-6,1,12,-2
Cn1c(CCNC(=O)c2cccs2)nnc1SCC(=O)Nc1nc(-c2ccccc2)cs1,-2,-2,2,5,3,1,6,-14
CCOC(=O)C(Sc1nnc2c3ccccc3n(CC)c2n1)C(=O)OCC,-1,1,3,-8,-8,2,-10,54
CCN(CC)C(=O)c1cc(Cl)ccn1,-14,-2,7,7,4,-4,32,42
N#Cc1ccccc1OCC(=O)NNC(=O)CCC1CCCC1,-5,-4,3,2,7,2,0,-14
COc1ccc(-c2cn(-c3ccc(C)cc3)c(=O)n2CC(=O)Nc2cccc(F)c2)cc1,8,3,2,-1,-1,-17,11,7
CCOc1ccc(CN2CCC(=O)NC2=O)cc1,-11,-4,7,5,-1,-2,7,-10
COc1ccccc1NC(=O)COC(=O)C1CCN(/C=C/C(=O)C(F)(F)F)CC1,1,3,-10,-20,-4,1,12,-14
CCOc1ccccc1/C=N/NC(=O)c1ccc(Cn2cc([N+](=O)[O-])cn2)o1,11,-2,-7,-10,3,1,-25,61*
Cc1cc(C)c(S(=O)(=O)N(C)CC(N)=O)c(C)c1,-1,-4,-4,-36,-7,-2,2,13
Cc1ccc(NC(=O)CSc2nc(=O)n3cc(C)ccc3n2)c(C)c1,-1,-4,-3,8,2,0,-26,-1
COc1cc(C)c(Br)cc1S(=O)(=O)N1CCCC1,5,-5,0,10,1,1,26,5
CC(=O)Oc1ccc(-c2csc(Nc3cccc(C)n3)n2)cc1,-2,2,87*,73*,87*,2,4,-11
N#Cc1ccccc1Sc1ccccc1C(=O)Nc1ccc2ccccc2c1,-16,-6,6,13,4,0,1,27
Cc1ccc(Oc2ccc(S(=O)(=O)Nc3ccc(C(=O)O)cc3)cc2)cc1,-2,2,-4,-1,-9,0,4,-23
O=C(O)CCC(NS(=O)(=O)c1ccc(N2CCCC2=O)cc1)C(=O)O (stereo not drawn),-21,-4,1,0,-1,1,6,8
COC(=O)C1CCN(S(=O)(=O)c2c(C)n(C)c(=O)n(C)c2=O)CC1,1,-6,-10,-13,3,0,9,13
Cc1cccc(-n2ncc(Cl)c(Cl)c2=O)c1,-2,1,2,6,0,-5,19,8
O=C(O)CCCC(=O)N1CCc2cc(S(=O)(=O)NCc3ccc(F)cc3)ccc21,4,-10,-8,-10,-8,1,4,-18
CN(C)CC1CC/C(=C\c2ccc(O)cc2)C1=O (stereo not drawn),·,7,·,·,·,-29,-9,61*
CC(NC(=O)COC(=O)CC(c1ccccc1)c1ccccc1)c1ccccc1 (stereo not drawn),19,2,-7,-6,-7,2,6,7
Cc1cc(NC(=O)C2CCCCC2C(=O)O)no1 (stereo not drawn),1,-3,-8,-12,-2,0,20,-2
COc1cccc(/C=N/n2cncn2)c1OCC#N,0,-1,1,-10,0,3,-57,-14
O=C(O)c1ccccc1C(=O)Nc1ccc(S(=O)(=O)Nc2nccs2)cc1,1,-7,-1,5,6,2,6,-3
Cc1cccc2cc(CN(CC3CCCO3)C(=O)c3cccnc3)c3nnnn3c12 (stereo not drawn),0,-7,2,8,4,-2,8,-8
CCOc1ccc(N(CC(=O)N2CCCC2)S(=O)(=O)c2c(C)noc2C)cc1,3,-4,6,-6,7,-7,2,-7
Cc1n[nH]c(C)c1NC(=O)c1cc([N+](=O)[O-])ccc1Cl,-6,-9,-8,-12,-3,1,7,6
COc1ccc(CCC(=O)Nc2sccc2C#N)cc1,-1,-4,80*,86*,87*,·,·,18
CN(c1ccc(C(=O)COC(=O)C2CC2)cc1)S(C)(=O)=O,-6,4,1,2,-2,1,20,6
COc1ccccc1NC(=O)COC(=O)CNC(=O)c1ccc(OC)c(OC)c1,-1,-4,-10,-20,-13,1,3,-3
COc1cc2c(cc1OC)CN(CC(=O)Nc1ccc(F)cc1F)CC2,3,-15,8,-1,6,-6,-3,-10
COc1ccc(C2CC(c3ccccc3)=NN2C(=O)COC(=O)/C=C/c2ccc(O)c(OC)c2)cc1 (stereo not drawn),-15,-2,-2,-15,6,-77,-340,0
C=CCNC(=O)/C=C/c1cccs1,1,-12,0,-22,6,0,14,-7
O=C(Cn1nc(C(F)(F)F)c2c1CCC2)Nc1ccccc1C(F)(F)F,2,1,0,-8,2,0,6,-12
CCN(CC(=O)Nc1c(F)cccc1F)C(=O)c1cc(S(=O)(=O)NCc2ccccc2)ccc1C,12,-2,-6,-17,-10,-1,-4,0
COc1ccc(C/C(C)=N\NC(=O)c2cn(C)c3ccccc23)cc1OC,15,3,-10,-3,-5,1,6,8

# Full records, looked up by structure. Order of screens: Apaf-1 inh | HKDC1 inh | SENP8 block-1 | SENP6 block | SENP7 block | SENP1 inh | SENP8 block-2 | PfGluPho inh
# `C=CCNC(=O)/C=C/c1cccs1` is entered as 1 | -12 | 0 | -22 | 6 | 0 | 14 | -7
# `CN(c1ccc(C(=O)COC(=O)C2CC2)cc1)S(C)(=O)=O` is entered as -6 | 4 | 1 | 2 | -2 | 1 | 20 | 6

# Further structures:
SMILES,Apaf-1 inh,HKDC1 inh,SENP8 block-1,SENP6 block,SENP7 block,SENP1 inh,SENP8 block-2,PfGluPho inh
O=C(CCn1c(=S)oc2ccccc21)NC1CCCCC1,-11,15,-7,18,-2,0,27,2
Cc1nnc(NC2CCCCC2)[nH]c1=O,-2,1,5,-7,-1,-4,8,11
COc1ccccc1N1CCN(C(c2ccc(N(C)C)cc2)c2nnnn2CCc2ccccc2)CC1 (stereo not drawn),18,8,-3,-4,-6,-1,47*,-1
CCOC(=O)Cn1c(=O)oc2cc(S(=O)(=O)N3CCN(c4ccccn4)CC3)ccc21,2,-6,6,-7,0,-1,13,-36
